Compound activity: PubChem, National Center for Advancing Translational Sciences (NCATS)
AMA1 RON2 block = AMA1-RON2 (P. falciparum) interaction inhibition. Potency, µM (series often up to 58.2 µM), inactives show top-dose activity change, negative = inhibition, most hits filed as inhibitors. 360,000 compounds, 0.2% hits. AlphaScreen AMA1-biotinylated RON2 peptide binding;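 note: potency is the fitted concentration of half-maximal effect; 0% = vehicle wells and -100% = peptide control; nearly all actives have a fitted effect of over 45% in size; some results filed as inactive show a strong effect at the top dose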
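AMA1 (3D7) with his tag at 25 nM final met compounds first, then biotinylated RON2 peptide at 25 nM; detection used donor plus acceptor beads, 10 µg/mL apiece, read by AlphaScreen after 30 min at room temperature.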
FBPA Giardia inh = inhibitors of Giardia lamblia fructose-1,6-bisphosphate aldolase; A8B2U2; purified Giardia FBPA; Potency, µM (highest dose often 59.6 µM), without a hit: at the highest dose activity, negative = inhibition, hits mostly inhibitors; 290,000 compounds, 0.71% hits; AID 2451; note: potency is the fitted concentration of half-maximal effect; nearly all actives have a fitted effect of over 55% in size
Target sequence (A8B2U2 whole entry, looked up): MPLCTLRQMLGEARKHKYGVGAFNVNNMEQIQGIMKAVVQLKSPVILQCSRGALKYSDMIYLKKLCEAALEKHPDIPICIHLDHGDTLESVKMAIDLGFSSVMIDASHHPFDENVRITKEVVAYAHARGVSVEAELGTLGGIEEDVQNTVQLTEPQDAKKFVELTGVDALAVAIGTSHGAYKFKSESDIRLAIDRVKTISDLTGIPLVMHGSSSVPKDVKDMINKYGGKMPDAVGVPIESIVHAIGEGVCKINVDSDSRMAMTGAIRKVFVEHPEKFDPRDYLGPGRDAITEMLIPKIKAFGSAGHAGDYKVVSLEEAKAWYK
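Giardia FBPA (40 nM reagent) was preincubated 10 min at RT with compound (up to 57.5 uM final), then substrate plus GAPDH/TPI/NAD/arsenate coupling system with diaphorase/resazurin was added; resorufin fluorescence (525/598 nm) was read after 20 min.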
AmpC detergent = AmpC beta-lactamase inhibition with detergent present; P00811; AmpC hydrolysis of nitrocefin, absorbance 480 nm, 0.01% Triton; Potency, µM (top dose mostly 114 µM), without a hit: at the highest dose activity change, negative = inhibition, most hits filed as inhibitors; 370,000 compounds, 0.041% hits; AID 485294;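 note: potency is the fitted concentration of half-maximal effect; 0% = no-compound wells and -100% = no-enzyme wells; nearly all actives have a fitted effect of over 25% in size; some results filed as inactive show a strong effect at the top dose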
Target sequence (P00811 whole entry, looked up): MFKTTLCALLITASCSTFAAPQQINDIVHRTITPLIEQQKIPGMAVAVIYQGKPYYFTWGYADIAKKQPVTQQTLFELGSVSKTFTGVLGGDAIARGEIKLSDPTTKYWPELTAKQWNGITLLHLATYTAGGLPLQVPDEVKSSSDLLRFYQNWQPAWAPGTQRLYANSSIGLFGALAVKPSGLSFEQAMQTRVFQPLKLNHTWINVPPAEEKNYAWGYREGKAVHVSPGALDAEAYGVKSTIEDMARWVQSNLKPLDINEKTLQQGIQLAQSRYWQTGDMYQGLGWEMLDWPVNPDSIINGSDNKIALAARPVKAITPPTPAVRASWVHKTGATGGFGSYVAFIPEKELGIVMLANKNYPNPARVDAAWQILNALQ
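AmpC (5.3 nM in the dispensed reagent) in 20 mM phosphate pH 7.0 with 0.01% (detergent screen) or 0.0001% Triton X-100 was preincubated with compounds for 15 min at room temperature. Nitrocefin was then added from an 800 uM solution, and hydrolysis was followed at 480 nm.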
AmpC inh no detg = blocks E. coli AmpC beta-lactamase in detergent-free assay | P00811 | AmpC nitrocefin hydrolysis, absorbance 480 nm, 0.0001% Triton | Potency, µM (top dose mostly 57.1 µM), inactives show top-dose activity change, negative = inhibition, hits mostly inhibitors | 330,000 compounds, 0.52% hits | AID 485341;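 note: potency is the fitted concentration of half-maximal effect; plate controls were no compound for no effect and no enzyme for full effect; nearly all actives have a fitted effect of over 20% in size; some results filed as inactive show a strong effect at the top dose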
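AmpC (5.3 nM in the dispensed reagent) in 20 mM phosphate pH 7.0 with 0.01% (detergent screen) or 0.0001% Triton X-100 was preincubated with compounds for 15 min at room temperature. Nitrocefin was then added from an 800 uM solution, and hydrolysis was followed at 480 nm.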
Sm TGR block = inhibitors of Schistosoma mansoni thioredoxin glutathione reductase. Q962Y6. purified TGR, DTNB reduction, TNB absorbance 405 nm. Potency, µM (doses to about 114 µM), for inactives: at the highest dose activity change, negative = inhibition, usual class: inhibitors. 360,000 compounds, 3% hits. AID 485364; note: potency is the fitted concentration of half-maximal effect; nearly all actives have a fitted effect of over 60% in size
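TGR 20 nM + NADPH 100 uM (dispensed conc.), cpd preinc 15 min RT; start with NADPH (500 uM addition) then DTNB (15 mM addition). Kinetic TNB absorbance, 405 nm filter. Four-parameter Hill fit across titration.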
HCMV antiviral = blocks human cytomegalovirus replication. 410,000 compounds, 4.5% hits. AID 1259415. HFF cells, HCMV-luciferase reporter, 72 h; active compounds read low. activity change, negative = inhibition, % at 57.5 µM; in the data active = activity change below about -60%; inconclusive = no clear call, values can overlap the other calls; inactive = above about -39%
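Cell-based, HFFs, 1000 cells/well, 16 h 37C; cpds in DMSO + HCMV-luc, MOI 1 PFU/cell; 72 h 37C; OneGlo luminescence after 5 min RT; norm. to buffer vs Salinomycin 10uM.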
* = called active by the depositor; ? = inconclusive; · = not tested or not shown; & = joins results of further samples; [ ] = remark or other dose. Unless noted, calls come from the whole dose curve; as a rule, active = well fitted curve in the direction sought with a large enough effect; inconclusive = small, poorly fitted or top-dose-only effect, or another doubt; inactive = no such curve, though single readings can be large; an effect the other way counts as inactive or inconclusive. Unless noted, % is set by controls: 0 for no effect and ±100 for the full control effect.

SMILES	AMA1 RON2 block	FBPA Giardia inh	AmpC detergent	AmpC inh no detg	Sm TGR block	HCMV antiviral
Cc1cc(C)cc(-n2ccn(CC(=O)c3ccc(F)cc3)c(=O)c2=O)c1	·	·	23.1%	·	3.0%	?
C=CCc1cccc(CNc2nc3ccccc3n2CCC)c1O	-9.6%	-2.3%	?	-21.1%	3.4%	-31.5
Cc1[nH]c2ccccc2c1C1C(c2ccccc2)=NN=C(C(C)C)N1O (centres undefined)	5.0%	-1.7%	-9.2%	-19.5%	11.2µM*	47.5
COc1ccc(N2C(S)=C(C#N)C(=O)NC23CCCCC3)cc1	-13.1%	?	1.0%	-14.0%	11.9%	-2.9
CCOC(=O)Cn1nnnc1C(CC)N(Cc1cc2c(C)cc(C)cc2[nH]c1=O)C1CCCC1 (centres undefined)	·	-2.4%	-4.9%	-6.7%	-5.5%	·
Cc1ccc(Nc2nc3ccccc3c3nncn23)c(Cl)c1	·	·	1.9%	·	-0.6%	10.1
CC(C)n1nc(C(=O)OCn2nnc3ccccc3c2=O)c2ccccc2c1=O	-14.0%	14.1%	?	-18.9%	-16.6%	-10.4
COc1ccc(-n2c(-c3ccco3)n[nH]c2=S)cc1	38.3%[activator]	2.0%	-13.4%	-1.5%	?	-2.3
Cc1oc2c(Cl)c(Cl)c(O)c(CN(C)C)c2c1C(=O)c1ccc(Cl)cc1	15.9%	?	-1.4%	151.9%[activator]	?	-68.5*
C[C@H](NC(=O)Cc1cccc2ccccc12)C(=O)N1CCCN(C)CC1	-14.3%	1.2%	12.3%	0.3%	-12.7%	5.3
COc1ccc2no[n+]([O-])c2c1	·	-13.2%	-0.3%	-4.4%	1.0%	·
CCN1C(=O)N(c2ccc(Cl)cc2)C(C)=CC1(C)C	9.8%	7.5%	-1.6%	1.3%	0.6%	-0.8
CC(C)[C@@H]1NC(=O)c2cc([N+](=O)[O-])cc(F)c2NCCC[C@@H](C(N)=O)NC(=O)[C@H](CO)NC1=O	·	18.3%	8.0%	-3.1%	-3.9%	·
Cc1ccc(Cn2cc(C(=O)c3ccc(C)cc3)c(=O)c3ccc(C)nc32)cc1	·	·	17.2%	·	6.8%	-16.1
CCOc1cc(N2CCOCC2)c(OCC)cc1NC(=O)c1ccc2ncsc2c1	0.0%	·	9.2%	45.5%	-0.6%	52.2
Cc1ccc(Cn2c(=O)c3c(ncn3C)n(C)c2=O)cc1	-10.6%	4.9%	-6.3%	-17.7%	?	6.5
CC(=O)CCc1c(C)[nH]c2ccccc2c1=O	?	-7.9%	-9.6%	-19.1%	-2.7%	94.3
COc1ccccc1NC(=O)C1CCN(c2ncccn2)CC1	0.2%	2.3%	-6.8%	-5.8%	2.8%	11.0
Cc1cccc(C(=O)NCc2nnc3c4ccccc4c(-c4ccccc4)nn23)c1	-16.6%	6.0%	?	-19.1%	-0.3%	-38.0
CN(C)CCCN(C(=O)C1COc2ccccc2O1)c1nc2cc3c(cc2s1)OCO3 (centres undefined)	-0.9%	-15.5%	?	21.4%	-1.2%	57.2
CCCc1c(C(=O)OCC)sc(N)c1C#N	16.3%	-4.1%	-6.0%	8.0%	·	-14.9
CCN(c1ncnc2c1cnn2-c1cccc(Cl)c1)C1CCCCC1	·	·	-7.4%	·	4.7%	?
CCCCNC(=O)c1ccc2c(c1)N(CC)C(=O)c1ccccc1S2(=O)=O	-1.5%	5.1%	?	44.7µM*	4.2%	-0.3
CC(C)(C)OC(=O)C(Cc1ccc(OC(C)(C)C)cc1)NC(=O)CNC(=O)CNC(=O)OCc1ccccc1 (centres undefined)	-5.3%	0.7%	-11.8%	257.5%[activator]	7.2%	0.3

Quoted from the listing:
`CCOC(=O)Cn1nnnc1C(CC)N(Cc1cc2c(C)cc(C)cc2[nH]c1=O)C1CCCC1` (centres undefined) | AmpC detergent: -4.9%
`CCOc1cc(N2CCOCC2)c(OCC)cc1NC(=O)c1ccc2ncsc2c1` | AMA1 RON2 block: 0.0%

Next part:
SMILES	AMA1 RON2 block	FBPA Giardia inh	AmpC detergent	AmpC inh no detg	Sm TGR block	HCMV antiviral
O=C(NCc1cccnc1)/C(=N\O)c1ccccc1	-10.8%	0.4%	?	-5.6%	-18.4%	-2.0
COc1ccc(C(C)(C)C)cc1NC(=O)COC(=O)c1cc(SC)ccc1Cl	0.0%	-0.6%	-7.0%	-25.3%	-9.3%	-27.9
CCOc1cc(C(=O)Nc2ccc(NC(C)=O)cc2)ccc1OCC(=O)N1CCCCC1	0.0%	8.0%	?	-3.8%	0.1%	-8.7
COc1ccc(N2C(=O)CS/C2=C\[N+](=O)[O-])cc1	3.4%	-20.3%	4.7%	-39.6%	15.7%	-0.8
CN1CCN(C(=O)c2ccc(C(C)(C)C)cc2)CC1	4.7%	1.4%	?	-16.6%	14.9%[11.4 µM]	41.8
O=C(/C=C/c1ccc2c(c1)OCCCO2)c1ccc2ccccc2c1O	3.9%[2.32 µM]	-17.1%	1.2%	-23.6%	-2.9%	-28.1
CCCCCc1c(C)nc(N2CCc3ccccc32)[nH]c1=O	8.0%	-1.0%	-9.1%	-23.3%	2.1%	-29.1
OCCN1CCOCCOc2ccccc2OCCOCC1	12.1%	-2.9%	-19.1%	0.8%	0.0%	-16.0
Cc1cccc(C(=O)NNC(=O)CCC(=O)Nc2cccc(Cl)c2C)c1	58.3%[activator]	3.0%	-14.6%	-15.1%	1.7%	-10.4
COc1cc2c(cc1OC)C(C(=O)N(C)Cc1ccccc1)C(c1cccnc1)N(C)C2=O (centres undefined)	19.0%	5.4%	?	4.9%	-0.5%	-1.5
CC(=O)OCCN(Cc1ccccc1)Cc1ccc2c(c1)OCO2	5.6%	-10.3%	-5.1%	-2.2%	-2.3%	2.3
CC(Sc1nc(N)cc(=O)[nH]1)C(=O)Nc1nc2c(s1)CCCC2 (centres undefined)	-6.2%	·	6.5%	-18.0%	-2.7%	?
Cc1ccc2cc(C)c(SCC(=O)NCc3ccco3)nc2c1	-19.6%	12.1%	-9.6%	-10.9%	-30.3%	-18.9
COc1cccc(NC(=O)c2ccccc2OCc2c(C)noc2C)c1	-7.7%	·	0.1%	-3.5%	5.0%	29.1
CCc1ccc(NC(=O)CSc2nc(CSc3ccc(C)cc3)cc(=O)[nH]2)cc1	6.8%	4.3%	1.8%	-36.7%	7.9%	-0.1
O=C1Cc2cc(S(=O)(=O)N3CCCCC3)ccc2N1	-8.0%	6.7%	?	-51.1%	-7.3%	12.2
CCCCOc1ccc(NC(=O)C(=O)NCCC2=CCCCC2)cc1	18.8%	6.9%	-1.5%	-15.0%	-5.1%	38.5
O=S(=O)(c1ccc(-c2csc(Nc3ccc(Br)cc3)n2)cc1)N1CCCC1	-0.3%	6.6%	-9.0%	-29.2%	5.9%	-72.6*
CCN(CC)C(=O)c1cccc(NC(=O)C2CCN(C(=O)c3cccs3)CC2)c1	25.5%	·	·	-10.8%	·	-12.8
CCOC(=O)c1ccc(NS(=O)(=O)c2cc3c4c(c2)CCN4C(=O)CC3)cc1	11.7%	·	-14.9%	?	0.5%	-81.0*
O=C(O)Cn1c(=O)c2cccn2c2ccccc21	-10.5%	1.0%	3.5%	-18.4%	25.2%	10.6
Cc1ccc(-c2ccc(C(=O)NCc3ccccc3)o2)c2ccccc12	-19.8%	-14.0%	?	-37.0%	39.8µM*	-6.3
NC(=O)c1cc([N+](=O)[O-])c(Cl)cc1NCc1ccncc1	-2.1%	·	-7.1%	-19.7%	-21.5%	5.8
O=C(Nc1cccc(C(F)(F)F)c1)c1ccc(N2CCNCC2)c([N+](=O)[O-])c1	-6.0%	1.8%	6.7%	-17.6%	7.9%	-65.3*
CCCCOc1ccc(C(=O)NCC(=O)NNC(=O)C2COc3ccccc3O2)cc1 (centres undefined)	99.3%[activator]	·	?	-21.0%	-0.4%	?
Cc1cccc(C)c1N(CC(O)Cn1c2ccccc2c2ccccc21)S(C)(=O)=O (centres undefined)	1.9%	-1.8%	-11.9%	27.0%	-29.6%	-33.0
CN(C)CCOC(c1ccc(Cl)cc1)c1ccccn1 (centres undefined)	0.0%&4.3%	-0.9%&3.7%	1.5%	-3.2%	4.6%	-31.5&2.5
COc1ccc(N(CC(=O)Nc2ccc(C)c(C)c2)S(=O)(=O)c2c(C)n[nH]c2C)cc1	8.7%	1.2%	-3.2%	37.0%	-8.6%	-5.7
Cc1ccc(-c2nc(CS(=O)CC(=O)N3CCN(c4ncccn4)CC3)c(C)o2)cc1 (centres undefined)	-1.1%	-0.6%	-12.0%	58.6%	7.08µM*	-0.1
COc1cccc(N2CC(O)Cn3c2nc2c3c(=O)n(CCCc3ccccc3)c(=O)n2C)c1 (centres undefined)	0.0%	2.3%	-0.1%	82.5%[activator]	2.0%[11.4 µM]	-34.1
COc1cccc(-c2c(-c3cc(OC)cc(OC)c3)n(C)c3ccc(-c4cccc5[nH]ccc45)cc23)c1	0.0%	·	-7.5%	-14.8%	-15.8%	28.1
COCCN(C(=O)COC(=O)c1ccc(C)o1)c1c(N)n(Cc2ccccc2)c(=O)[nH]c1=O	-20.1%	·	?	-21.6%	-0.2%	-20.7
CSc1nnc2c3cc(C)ccc3n(Cc3ccccc3)c2n1	9.0%	-4.2%	?	-14.7%	?	4.6
COc1ccc(-n2nc(C)cc2Nc2ccccc2C(=O)O)cc1	-29.0%	10.0%	4.4%	-24.2%	2.6%	19.9
C=CCSc1nnc2c(n1)OC(c1cccnc1)N(C(C)=O)c1ccccc1-2 (centres undefined)	39.0%[activator]	2.0%	-9.2%	-6.8%	-1.9%	-18.5
CSc1ccc(-c2nc3cccc(C)n3c2Nc2ccc3c(c2)OCO3)cc1	·	·	0.8%	·	5.2%	41.4
CC(C)(C)N(Cc1ccccc1)C(=O)CSc1nc2ccccc2c(=O)[nH]1	-4.2%	3.2%	-8.8%	0.4%	-2.9%	46.6
O=C(c1ccco1)N1CCN(CCCCOc2cccc3ccccc23)CC1	-14.6%	-17.6%	?	299.2%[activator]	-14.6%	3.9
CCOC(=O)C1=C(Nc2ccccc2)CC(C)(O)C(C(=O)OCC)C1c1ccccc1 (centres undefined)	7.3%	1.4%	-4.2%	-8.6%	0.4%	15.5
Cc1ccc2nc(NC(=O)CSCC(=O)OCC(=O)c3ccccc3)sc2c1	19.8%	-0.2%	-9.6%	-39.4%	?	-27.9

For reference, 2 of the compounds above:
SMILES	AMA1 RON2 block	FBPA Giardia inh	AmpC detergent	AmpC inh no detg	Sm TGR block	HCMV antiviral
CSc1ccc(-c2nc3cccc(C)n3c2Nc2ccc3c(c2)OCO3)cc1	·	·	0.8%	·	5.2%	41.4
CC(C)(C)N(Cc1ccccc1)C(=O)CSc1nc2ccccc2c(=O)[nH]1	-4.2%	3.2%	-8.8%	0.4%	-2.9%	46.6
